Source: PubChem BioAssay
LDHA block: LDHA (human) enzyme inhibition | P00338 | purified LDHA, NADH/diaphorase-resazurin fluorescence; stronger effect = lower value | activity change, % (values are at about 110 or 230 µM) | 480,000 compounds, 0.15% hits; in the data active = activity change below about -30%; inconclusive = mostly about -25% to -30%;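 note: plate controls were DMSO wells for no effect and wells without enzyme for full effect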
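Remaining NADH was detected by diaphorase (0.133 mg/mL) converting 37 µM resazurin to fluorescent resorufin, read at 0 and 20 minutes. The preceding 5-minute room-temperature reaction used 2 nM LDHA, 0.2 mM sodium pyruvate and 0.06 mM NADH at pH 7.4.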
POLK inh: DNA polymerase kappa (human) inhibition; 400,000 compounds, 0.53% hits; Potency, µM (highest dose often 107 µM), for the others: at the top dose activity, negative = inhibition, hits mostly inhibitors; purified Pol kappa, fluorescent DNA synthesis assay, 10 min; Q9UBT6; AID 588579; note: potency is the fitted concentration of half-maximal effect; % is set by controls: 0 for no effect and ±100 for the full control effect
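50 nM final substrate added after 15 min RT preincubation of 10 nM Pol kappa with compound; fluorescence read at 0 and 10 min.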
Pol eta inh: blocks human DNA polymerase eta activity | Q9Y253 | recombinant Pol eta, fluorescent DNA replication assay | Potency, µM (titrated, usually from 114 µM), without a hit: at the highest dose activity change, negative = inhibition, most hits filed as inhibitors | 390,000 compounds, 1.2% hits; note: potency is the fitted concentration of half-maximal effect; % is set by controls: 0 for no effect and ±100 for the full control effect
Target sequence (Q9Y253 whole entry, looked up): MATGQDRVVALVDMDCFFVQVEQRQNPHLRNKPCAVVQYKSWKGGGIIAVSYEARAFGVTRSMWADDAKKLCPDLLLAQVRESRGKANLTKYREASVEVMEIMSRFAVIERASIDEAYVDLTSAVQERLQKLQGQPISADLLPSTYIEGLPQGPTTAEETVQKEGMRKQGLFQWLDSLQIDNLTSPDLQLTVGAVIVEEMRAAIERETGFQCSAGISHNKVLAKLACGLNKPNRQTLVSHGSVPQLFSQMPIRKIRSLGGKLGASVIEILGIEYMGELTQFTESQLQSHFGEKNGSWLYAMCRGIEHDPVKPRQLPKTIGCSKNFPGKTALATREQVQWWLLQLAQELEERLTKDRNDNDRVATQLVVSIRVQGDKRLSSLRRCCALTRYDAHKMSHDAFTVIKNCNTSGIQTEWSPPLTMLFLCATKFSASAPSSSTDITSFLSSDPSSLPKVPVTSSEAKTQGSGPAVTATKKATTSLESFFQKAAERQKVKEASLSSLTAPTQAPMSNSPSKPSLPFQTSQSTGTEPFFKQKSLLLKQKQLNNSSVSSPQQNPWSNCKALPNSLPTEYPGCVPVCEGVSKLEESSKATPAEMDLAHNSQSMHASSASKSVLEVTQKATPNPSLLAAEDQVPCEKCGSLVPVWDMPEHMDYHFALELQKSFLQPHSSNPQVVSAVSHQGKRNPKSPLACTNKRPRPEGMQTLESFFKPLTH
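Pol eta (10 nM) was preincubated with compounds for 15 min at room temperature, after which fluorescent replication substrate (50 nM final) was added to start the reaction. Fluorescence was read kinetically at 0 and 10 min.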
Pol beta inh: DNA polymerase beta (human) inhibition | P06746 | Pol beta primer extension/strand displacement, fluorescence kinetic | Potency, µM (doses to about 114 µM), for inactives: at the highest dose activity change, negative = inhibition, usual class: inhibitors | 340,000 compounds, 1.3% hits; note: potency is the fitted concentration of half-maximal effect; % is set by controls: 0 for no effect and ±100 for the full control effect
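10 nM enzyme + cpd, 15 min RT; start with substrate 50 nM final; read 0 min and after 10 min RT. Corrected, normalized data; 4-parameter Hill curve fit.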
Pol iota inh: DNA polymerase iota (human) inhibition; Q9UNA4; Pol iota fluorescent replication assay, 10 min; Potency, µM (titrated, usually from 115 µM), for the others: top-dose activity, negative = inhibition, usual class: inhibitors; 390,000 compounds, 1% hits; AID 588590; note: potency is the fitted concentration of half-maximal effect
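Pol iota at 10 nM preincubated 15 min with compounds at room temperature; reaction started with fluorescent substrate, 50 nM final. Fluorescence read kinetically at 0 and 10 min; buffer-only wells as negative control.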
BLM inh: inhibitors of human Bloom syndrome helicase BLM; P54132; recombinant BLM DNA unwinding, fluorescence dequenching; Potency, µM (titrated, usually from 56.1 µM), for inactives: top-dose activity change, negative = inhibition, most hits filed as inhibitors; 350,000 compounds, 0.2% hits; AID 2528;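 note: potency is the fitted concentration of half-maximal effect; plate controls were vehicle for no effect and no enzyme for full effect; nearly all actives have a fitted effect of over 35% in size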
APEX1 inh: inhibitors of human APE1 endonuclease; recombinant APE1, TAMRA/BHQ-2 abasic DNA cleavage fluorescence; Potency, µM (doses to about 65.8 µM), for the others: at the top dose activity change, negative = inhibition, usual class: inhibitors; 350,000 compounds, 0.35% hits;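 note: potency is the fitted concentration of half-maximal effect; plate controls were vehicle for no effect and reference inhibitor for full effect; nearly all actives have a fitted effect of over 55% in size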
Target sequence (P27695 whole entry, looked up): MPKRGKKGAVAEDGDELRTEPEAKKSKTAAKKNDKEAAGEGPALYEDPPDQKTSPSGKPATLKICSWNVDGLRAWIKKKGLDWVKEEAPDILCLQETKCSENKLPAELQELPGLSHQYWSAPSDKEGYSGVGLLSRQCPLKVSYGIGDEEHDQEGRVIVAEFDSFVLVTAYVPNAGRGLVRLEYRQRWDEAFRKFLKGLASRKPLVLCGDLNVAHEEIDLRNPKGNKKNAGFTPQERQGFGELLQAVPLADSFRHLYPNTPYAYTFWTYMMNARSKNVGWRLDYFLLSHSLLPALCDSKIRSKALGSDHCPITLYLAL
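Measures dequenching upon AP-site incision of a 5'-TAMRA/3'-BHQ-2 THF-containing duplex, 50 nM; human APE1 0.75 nM after 15 min room-temperature exposure to compound; kinetic three-point read at one-minute spacing.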
GRP78 ERSR act: ER stress response induction in glioma | U87-MG GRP78 promoter luciferase reporter, 16 h | Potency, µM, for the others: at the highest dose activation, hits mostly activators | 420,000 compounds, 0.02% hits | AID 602332; note: potency is the fitted concentration of half-maximal effect; series mostly up to about 76 µM; % of control where 0% means no effect; nearly all actives have a fitted effect of over 35% in size
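ERSR induction read as luciferase luminescence (Bright-Glo, 10 min at room temperature) in stably transfected human U87-MG glioma cells exposed to compounds for 16 h, using GRP78 as sensor.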
Anesthetic bind: candidate novel general anesthetic via apoferritin binding; P02791; Potency, µM (highest dose often 77.5 µM), without a hit: top-dose activity change, negative = displacement, hits mostly inhibitors; 350,000 compounds, 0.074% hits; apoferritin/1-aminoanthracene competitive binding, fluorescence; AID 485281; note: potency is the fitted concentration of half-maximal effect; % is set by controls: 0 for no effect and ±100 for the full control effect; nearly all actives have a fitted effect of over 20% in size
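10 uM apoferritin + 50% sat. 1-AMA, PBS; cpd 10 min RT; Ex380/Em535 endpoint; normalized to free probe vs complex; 4-param Hill fit; propofol titration as pos. ctrl.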
* marks the source's active call; other numbers are inactive results; ? = inconclusive; / = not tested or not shown; & = joins results of further samples; [ ] = dose if it differs, or a comment. Unless noted, calls come from the whole dose curve; as a rule, active = well fitted curve in the direction sought with a large enough effect; inconclusive = small, poorly fitted or top-dose-only effect, or another doubt; inactive = no such curve, though single readings can be large; an effect the other way counts as inactive or inconclusive.

1) C#CC(=O)N(c1ccc(OC)c(OC)c1)C(C(=O)NC1CCCC1)c1cccs1 (centres undefined)
2) CC(C)[C@H](NC(=O)c1ccco1)C(=O)N(C)Cc1c(F)cccc1Cl
3) CCOC(=O)C1CCN(S(=O)(=O)c2c[nH]c(=O)[nH]c2=O)CC1
4) Cc1cc(C)c(-c2cc(C(=O)Nc3c(C)n(C)n(-c4ccccc4)c3=O)[nH]n2)c(O)c1
5) CC(=O)N1CCN(CCS(=O)(=O)c2ccc(Br)cc2)CC1
6) Cc1c(Cl)cccc1NC(=O)CCCN1C(=O)CCC1=O
7) CC(=O)Nc1ccc(S(=O)(=O)N2CCN(C(=O)c3ncoc3-c3cccc(C)c3)CC2)cc1
8) COc1nc(-c2ccccc2)nnc1-c1ccccc1
Assay by compound,1,2,3,4,5,6,7,8
LDHA block,13,-4,-3,0,-9,-5,-9,-9
POLK inh,-9%,-9%,1%,-6%,-1%,2%,1%,-14%
Pol eta inh,-18%,-16%,-17%,?,-16%,-14%,-12%,-8%
Pol beta inh,-1%,?,/,-20%,/,0%,0%,-24%
Pol iota inh,-17%,88%[activator],20%,4%,5%,21%,-6%,21%
BLM inh,-6%,1%,/,1%,/,-5%,1%,3%
APEX1 inh,-5%,1%[12.4 µM],-17%,-2%,-10%,4%,32%,2%
GRP78 ERSR act,-15%,-1%,3%,0%,-2%,-5%,-2%,2%
Anesthetic bind,7%,-5%,/,-4%,/,-9%,0%,-13%

9) CCOCC(=O)Nc1cc(Cl)c(OC)cc1OC
10) COc1ccc(/C=N\NC(=O)c2ccccc2OC)cc1COc1ccccc1C
11) Cc1ccc(Cl)cc1NC(=O)NCc1cccnc1
12) COc1ccc(NC(=O)CCN2CCCC(C)C2)cc1 (centres undefined)
13) CCCOc1ccc(-c2nnn(CC(=O)N3CCC(C)CC3)n2)cc1
14) CCOC(=O)c1c(-c2ccco2)csc1NC(=O)CSc1nnc(N)s1
15) C[C@H](OC(=O)n1ccnc1)[C@@H]1O[C@@]2(C)CCC[C@@H]1O2
16) CC(=O)c1ccc(N2CCN(C(=O)Cn3cnc(S(=O)(=O)N4CCCCC4)c3)CC2)cc1
Assay by compound,9,10,11,12,13,14,15,16
LDHA block,/,0,-1,-1,0,12,1,-11
POLK inh,/,-7%,1%,-7%,-3%[60.1 µM],?,14%,-7%
Pol eta inh,/,-8%,-6%,-7%,-15%,?,-8%,-20%
Pol beta inh,-24%,12%,29%,-13%,6%,28µM*,/,7%
Pol iota inh,/,27%,25%,10%,20%,35µM*,-15%,12%
BLM inh,-4%,-9%,-8%,2%,-4%,-22%,/,-2%
APEX1 inh,-1%,15%,4%,8%,-4%,-7%,26%,3%
GRP78 ERSR act,/,-3%,-3%,-1%,2%,1%,-5%,4%
Anesthetic bind,-5%,-12%,-8%,-5%,?,?,/,-14%

Some of the entries above in another layout.
13	CCCOc1ccc(-c2nnn(CC(=O)N3CCC(C)CC3)n2)cc1
  LDHA block: 0	POLK inh: -3%[60.1 µM]	Pol eta inh: -15%	Pol beta inh: 6%	Pol iota inh: 20%	BLM inh: -4%	APEX1 inh: -4%	GRP78 ERSR act: 2%	Anesthetic bind: ?
14	CCOC(=O)c1c(-c2ccco2)csc1NC(=O)CSc1nnc(N)s1
  LDHA block: 12	POLK inh: ?	Pol eta inh: ?	Pol beta inh: 28µM*	Pol iota inh: 35µM*	BLM inh: -22%	APEX1 inh: -7%	GRP78 ERSR act: 1%	Anesthetic bind: ?
15	C[C@H](OC(=O)n1ccnc1)[C@@H]1O[C@@]2(C)CCC[C@@H]1O2
  LDHA block: 1	POLK inh: 14%	Pol eta inh: -8%	Pol beta inh: /	Pol iota inh: -15%	BLM inh: /	APEX1 inh: 26%	GRP78 ERSR act: -5%	Anesthetic bind: /

Remaining list, next part.
17) O=C(CNCc1cccs1)Nc1cc(S(=O)(=O)N2CCCC2)ccc1Cl
18) COc1cccc(C2C(C(C)=O)=C(O)C(=O)N2CCc2c[nH]c3ccccc23)c1 (centres undefined)
19) CNC(=O)c1ccc(OC2CSC2)cc1
20) CCC(C)NC(=O)CNC(=S)N(CCCN1CCOCC1)Cc1cccs1 (centres undefined)
21) O=C(O)c1cccc(S(=O)(=O)Nc2cccc3ccccc23)c1
22) CCn1ncc(/C=C/C(=O)NCc2cnn(C)c2C)c1C
23) COc1cc(OC)cc(-c2c(-c3ccc(F)cc3)c3cc(-c4cccc5[nH]ccc45)ccc3n2C)c1
24) Cc1ccc(CSc2cn(CCNC(=O)c3cccs3)c3ccccc23)cc1
Assay by compound,17,18,19,20,21,22,23,24
LDHA block,-13,-7,-1,0,-5,-3,-5,1
POLK inh,15%,-2%,0%,-20%,-3%,-1%,1%,-13%
Pol eta inh,-6%,4%,2%,4%,-23%,2%,-11%,-22%
Pol beta inh,?,7%,32%,26%,2%,-13%,/,-21%
Pol iota inh,4%,4%,-2%,102%[activator],22%,19%,22%,-8%
BLM inh,0%,-2%,-6%,2%,-2%,0%,/,-14%
APEX1 inh,8%,?,3%,14%,11%,-4%,-5%,/
GRP78 ERSR act,0%,-1%,-2%,-4%,-2%,-5%,-4%,1%
Anesthetic bind,-8%,-10%,7%,0%,1%,-4%,/,61%[activator]

25) CCCCCCc1ccc(N2C[C@H](CCCCC)[C@@H](CC(=O)NCc3ccccc3)C2=O)cc1
26) Cc1ccc2c(Cl)c(C(=O)NCC(c3ccco3)N3CCCC3)sc2c1 (centres undefined)
27) COc1ccc(-n2ccn(Cc3ccccc3C)c(=O)c2=O)cc1
28) CC(=O)NCCC(=O)Nc1sc2c(c1-c1nc3ccccc3[nH]1)CCCC2
29) O=C(CC(=O)c1ccccc1)Nc1ccccc1
30) Cn1cccc1C(=O)NC(=O)COC(=O)C12CC3CC(CC(O)(C3)C1)C2
31) O=C(NC(=S)NCc1ccccc1)c1cccnc1
32) C[C@@H](c1ccccc1)N1C(=O)[C@@H]2[C@H]3C(=CC[C@H]2C1=O)C(=O)[C@H]1O[C@H]1[C@H]3O
Assay by compound,25,26,27,28,29,30,31,32
LDHA block,-2,-3&0,2,-5,-4,-1,-8,/
POLK inh,1%&-19%,-19%,3%,-16%,-12%,-5%,7%,/
Pol eta inh,-23%,?,-13%,?,6%,-12%,-25%,/
Pol beta inh,45%,5%,2%,-1%,/,36%,4%,/
Pol iota inh,24%&17%,36%[activator],29%,2%,15%,7%,-4%,/
BLM inh,-16%,-13%,-1%,1%,/,-9%,-3%,1%[12.4 µM]
APEX1 inh,-14%,-10%,/,-6%,/,8%,1%,-7%[12.4 µM]
GRP78 ERSR act,1%&-1%,-2%,-2%,5%,5%,-9%,-1%,-12%
Anesthetic bind,-10%,-7%,80%[activator],-22%,/,?,-15%,-9%[15.3 µM]

Reprinted from the results shown (three entries):
1) C#CC(=O)N(c1ccc(OC)c(OC)c1)C(C(=O)NC1CCCC1)c1cccs1 (centres undefined)
2) CC(C)[C@H](NC(=O)c1ccco1)C(=O)N(C)Cc1c(F)cccc1Cl
3) CCOC(=O)C1CCN(S(=O)(=O)c2c[nH]c(=O)[nH]c2=O)CC1
Assay by compound,1,2,3
LDHA block,13,-4,-3
POLK inh,-9%,-9%,1%
Pol eta inh,-18%,-16%,-17%
Pol beta inh,-1%,?,/
Pol iota inh,-17%,88%[activator],20%
BLM inh,-6%,1%,/
APEX1 inh,-5%,1%[12.4 µM],-17%
GRP78 ERSR act,-15%,-1%,3%
Anesthetic bind,7%,-5%,/

Next section.
33) Cc1coc2cc3oc(=O)ccc3cc12
34) CCC1CCCCN1C(=S)NC(=O)c1ccc([N+](=O)[O-])cc1 (centres undefined)
35) CCN(CC(=O)NCc1cccs1)C(=O)c1ccccc1F
36) O=C(OC(C(=O)c1c[nH]c2ccccc12)c1ccccc1)c1cnccn1 (centres undefined)
37) NS(=O)(=O)c1cccc(NC(=O)CSc2n[nH]c(-c3ccccc3Br)n2)c1
38) COc1ccc2[nH]cc(C(=O)CN3CCCC(C)C3)c2c1 (centres undefined)
39) CC(C)[C@H](NS(=O)(=O)c1ccccc1)C(=O)OCC(=O)NC(=O)c1cccn1C
40) O=C(Nc1c(-c2ccccc2)nc2ccccn12)c1ccccc1
Assay by compound,33,34,35,36,37,38,39,40
LDHA block,3,-6,-4,2,-3,-4,6,-6
POLK inh,3%,-24%,8%,1%,2%,0%,-1%,-18%
Pol eta inh,-7%,-13%,-3%,1%,-3%,-15%,-4%,-13%
Pol beta inh,1%,21%,3%,4%,/,-1%,14%,48%
Pol iota inh,-8%,19%,-12%,2%,-19%,8%,7%,141%[activator]
BLM inh,-1%,4%,-2%,-6%,/,4%,-7%,2%
APEX1 inh,17%,15%,2%,16%,/,-4%,11%,-6%
GRP78 ERSR act,1%,1%,1%,-2%,-2%,-5%,5%,-2%
Anesthetic bind,5%,-10%,-2%,-16%,/,-9%,?,-6%

The list is partial; rates above refer to the full screens.
